Source: PubChem
RGS4 inhibitor: Inhibitors of Regulator of G Protein Signaling (RGS) 4: qHTS | Regulator of G-protein signaling 4 (Homo sapiens), P49798 | Transcreener GDP fluorescence polarization, RGS4-accelerated GTP hydrolysis | Potency, µM (series often up to 114 µM), for the others: at the highest dose activity change, negative = inhibition, usual class: inhibitors | 390,000 compounds, 0.039% hits | AID 504845, 2011; further: potency means the concentration at half of the fitted maximal effect; on the % scale 0 is the no-effect control and ±100 the full control effect; nearly all actives have a fitted effect of over 75% in size; some results filed as inactive show a strong effect at the top dose
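MLSMR compounds (23 nl, pin-transferred) preincubated 10 min at room temperature with a 500nM (2x) first reagent, then RGS4 at 900nM (2x) plus Transcreener GDP mix added; fluorescence polarization (620/688 nm) read before and after 90 min at 30 °C.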
POLK inh: qHTS for Inhibitors of Polymerase Kappa; DNA polymerase kappa (Homo sapiens), Q9UBT6; purified Pol kappa, fluorescent DNA synthesis assay, 10 min; Potency, µM (highest dose often 107 µM), for the others: at the highest dose activity, negative = inhibition, usual class: inhibitors; 400,000 compounds, 0.53% hits; further: potency means the concentration at half of the fitted maximal effect; on the % scale 0 is the no-effect control and ±100 the full control effect
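Kinetic fluorescence readout at 0 and 10 min followed reaction start with substrate at 50 nM final. Beforehand, enzyme (10 nM Pol kappa) stood 15 min with compound at room temperature; buffer-only wells were negative controls.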
Anesthetic bind: qHTS Assay for Identification of Novel General Anesthetics. apoferritin/1-aminoanthracene competitive binding, fluorescence. Potency, µM (titrated, usually from 77.5 µM), without a hit: at the top dose activity change, negative = displacement, hits mostly inhibitors. AID 485281, 2010. Ferritin light chain (Equus caballus), P02791. 350,000 compounds, 0.074% hits; further: potency means the concentration at half of the fitted maximal effect; on the % scale 0 is the no-effect control and ±100 the full control effect; nearly all actives have a fitted effect of over 20% in size
Target sequence (P02791 2-175 limits assumed): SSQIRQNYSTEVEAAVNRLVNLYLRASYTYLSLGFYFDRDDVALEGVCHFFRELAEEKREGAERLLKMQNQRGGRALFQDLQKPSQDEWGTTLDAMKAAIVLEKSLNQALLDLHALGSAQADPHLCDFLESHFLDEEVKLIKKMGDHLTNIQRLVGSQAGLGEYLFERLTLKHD
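Steps: apoferritin (10 uM) was premixed with half-saturated 1-AMA in PBS, compounds were pin-transferred, plates stood 10 min at room temperature, fluorescence was read at 380/535 nm, and curves were fitted with a Hill equation.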
ERG Ets-DNA blk: qHTS for Small Molecule Inhibitors of the ERG Ets/DNA interaction. Transcriptional regulator ERG (Homo sapiens), P11308. fluorescence polarization, His-ERG Ets domain / labelled DNA. Potency, µM (highest dose often 76.9 µM), inactives show top-dose FP activity, negative = inhibition, actives largely listed as inhibitors. 370,000 compounds, 0.028% hits. AID 624246, 2012; active means well fitted inhibition curve with a large enough effect in the polarisation, with a control signal flat; inconclusive means small, poorly fitted or top-dose-only effect, or effect the other way, or a change in a side signal; inactive means no such curve, though single readings can be large or run the other way; the % refers to the polarisation;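 further: polarization taken with two DNA probes labelled with fluorescein and Texas red; potency means the concentration at half of the fitted maximal effect; % of control where 0% means no effect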
Target sequence (P11308 whole entry, looked up, the tested form may be a part): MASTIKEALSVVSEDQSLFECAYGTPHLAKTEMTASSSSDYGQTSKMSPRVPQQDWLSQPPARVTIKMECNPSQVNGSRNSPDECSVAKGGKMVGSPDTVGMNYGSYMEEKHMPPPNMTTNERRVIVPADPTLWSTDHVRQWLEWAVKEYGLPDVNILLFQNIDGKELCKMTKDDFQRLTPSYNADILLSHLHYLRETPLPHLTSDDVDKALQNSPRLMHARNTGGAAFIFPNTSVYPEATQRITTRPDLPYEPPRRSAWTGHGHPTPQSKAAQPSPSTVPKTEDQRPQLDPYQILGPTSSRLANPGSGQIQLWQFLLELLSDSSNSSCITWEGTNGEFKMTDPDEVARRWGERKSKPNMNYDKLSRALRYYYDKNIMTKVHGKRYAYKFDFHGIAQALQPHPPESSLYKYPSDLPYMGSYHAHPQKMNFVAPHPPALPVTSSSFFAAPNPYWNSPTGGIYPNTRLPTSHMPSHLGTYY
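His-tagged ERG Ets domain (1 uM in the protein solution; 300mM KCl, 50mM Tris-HCl, 1mM EDTA, 1mM DTT, pH 7.5) received compound, then a probe mix of 5 nM fluorescein-DNA and 100nM Texas-615-DNA. Fluorescence polarization was read for both dyes.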
12-LOX inh: Primary qHTS assay for inhibitors of human arachidonate 12S-lipoxygenase (ALOX12): Round 2 | Polyunsaturated fatty acid lipoxygenase ALOX12 (Homo sapiens), P18054 | purified 12hLO, xylenol orange hydroperoxide absorbance | Potency, µM (top dose mostly 108 µM), for the others: at the top dose activity change, negative = inhibition, actives largely listed as inhibitors | 580,000 compounds, 1.1% hits; further: potency means the concentration at half of the fitted maximal effect; on the % scale 0 is the no-effect control and ±100 the full control effect
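Purified human 12hLO (150 nM final) in 25 mM Hepes, 0.01% Triton X-100, pH 7.0 was preincubated 15 min at room temperature with compound. Then 40 uM arachidonic acid was added, 30 min. Hydroperoxide was read by Fe-XO absorbance ratio 573/405 nm.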
APE1 inh: qHTS Assay for Inhibitors of the Human Apurinic/apyrimidinic Endonuclease 1 (APE1); 350,000 compounds, 0.35% hits; recombinant APE1, TAMRA/BHQ-2 abasic DNA cleavage fluorescence; Potency, µM (doses to about 65.8 µM), without a hit: at the top dose activity change, negative = inhibition, actives largely listed as inhibitors;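 further: potency means the concentration at half of the fitted maximal effect; plate controls were vehicle for no effect and reference inhibitor for full effect; nearly all actives have a fitted effect of over 55% in size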
Target sequence (P27695 whole entry, looked up): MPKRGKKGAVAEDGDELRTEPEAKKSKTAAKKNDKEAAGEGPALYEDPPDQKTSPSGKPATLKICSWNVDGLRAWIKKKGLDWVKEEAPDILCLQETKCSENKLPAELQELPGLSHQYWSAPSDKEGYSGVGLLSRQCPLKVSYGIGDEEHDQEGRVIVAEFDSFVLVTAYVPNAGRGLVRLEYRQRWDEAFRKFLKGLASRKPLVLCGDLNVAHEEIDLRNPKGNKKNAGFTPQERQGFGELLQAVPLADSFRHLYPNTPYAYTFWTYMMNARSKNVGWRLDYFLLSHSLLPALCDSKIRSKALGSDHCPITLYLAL
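APE1 at 0.75 nM preincubated 15 min at room temperature with compound. Reaction then started with 50 nM double-stranded THF-abasic substrate labelled with TAMRA/BHQ-2, and 525/598 nm fluorescence read kinetically. Activity taken as third-minus-first read difference, normalized to DMSO and NSC13755 controls.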
LDHA inh: qHTS assay for inhibitors of human lactate dehydrogenase; 480,000 compounds, 0.15% hits; activity change, % (values are at about 110 or 230 µM); AID 1347041, 2019; L-lactate dehydrogenase A chain (Homo sapiens), P00338; purified LDHA, NADH/diaphorase-resazurin fluorescence; active compounds read low; in the data active means activity change below about -30%; inconclusive means mostly about -25% to -30%;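 further: plate controls were DMSO wells for no effect and wells without enzyme for full effect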
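Enzyme activity of human lactate dehydrogenase 5 (2 nM; 0.06 mM NADH, 0.2 mM pyruvate, 5 min, RT) is measured via a resazurin/diaphorase fluorescence readout of residual NADH.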
POLH inh: qHTS for Inhibitors of Polymerase Eta | AID 588591, 2011 | recombinant Pol eta, fluorescent DNA replication assay | Potency, µM (highest dose often 114 µM), for inactives: at the highest dose activity change, negative = inhibition, usual class: inhibitors | DNA polymerase eta (Homo sapiens), Q9Y253 | 390,000 compounds, 1.2% hits; further: potency means the concentration at half of the fitted maximal effect; on the % scale 0 is the no-effect control and ±100 the full control effect
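Fluorescent replication assay: 50 nM final substrate added after a 15 min room-temperature compound preincubation with 10 nM enzyme. Signal taken at 0 min and again at 10 min.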
Pol beta inh: qHTS Assay for Inhibitors of DNA Polymerase Beta. P06746. 340,000 compounds, 1.3% hits. Potency, µM (highest dose often 114 µM), inactives show at the top dose activity change, negative = inhibition, hits mostly inhibitors. Pol beta primer extension/strand displacement, fluorescence kinetic; further: potency means the concentration at half of the fitted maximal effect; on the % scale 0 is the no-effect control and ±100 the full control effect
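Reaction started by 50 nM substrate onto compound-treated Pol beta (10 nM, 15 min preincubation, room temperature); plates read at 0 min and 10 min. Normalized concentration-effect data fitted by four-parameter Hill equation.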
Active calls of the source: *; ? = inconclusive; . = not tested or not shown; & = joins results of further samples; [ ] = dose if it differs, or a comment. Unless noted, the call rests on the fitted dose curve; in most records, active means well fitted curve in the direction sought with a large enough effect; inconclusive means small, poorly fitted or top-dose-only effect, or another doubt; inactive means no such curve, though single readings can be large; an effect the other way counts as inactive or inconclusive. Not all compounds are listed; the hit share may differ from the screen's.

Sample of the layout:
SMILES	POLH inh	RGS4 inhibitor	POLK inh	Pol beta inh	12-LOX inh	Anesthetic bind	LDHA inh	ERG Ets-DNA blk	APE1 inh
O=C(CSc1ncccn1)NCCc1ccccc1	-18.4%	18.0%	-6.6%	3.6%	0.0%	-10.6%	2.7	-7.0%	2.1%
CCN1C[C@@H]2[C@@H]3C(=O)N(Cc4ccccc4)C(=O)[C@@H]3[C@](C)(C(=O)OC)N2C1=NC	-6.5%	-18.8%	13.0%	.	.	.	5.3	17.3%	29.3%
CCC(C)NC(=O)CCC(=O)Nc1ccc2nc(N3CCOCC3)cc(C)c2c1 (centres undefined)	-18.3%	?	0.8%	35.9%	0.0%	5.9%	6.2	14.7%	3.9%

Results, from the first entry:
SMILES	POLH inh	RGS4 inhibitor	POLK inh	Pol beta inh	12-LOX inh	Anesthetic bind	LDHA inh	ERG Ets-DNA blk	APE1 inh
O=C(CSc1ncccn1)NCCc1ccccc1	-18.4%	18.0%	-6.6%	3.6%	0.0%	-10.6%	2.7	-7.0%	2.1%
CCN1C[C@@H]2[C@@H]3C(=O)N(Cc4ccccc4)C(=O)[C@@H]3[C@](C)(C(=O)OC)N2C1=NC	-6.5%	-18.8%	13.0%	.	.	.	5.3	17.3%	29.3%
CCC(C)NC(=O)CCC(=O)Nc1ccc2nc(N3CCOCC3)cc(C)c2c1 (centres undefined)	-18.3%	?	0.8%	35.9%	0.0%	5.9%	6.2	14.7%	3.9%
O=C(CCCOc1ccc(Cl)cc1Cl)NCCCn1ccnc1	-4.2%	6.1%	7.2%	13.0%	0.7%	-5.1%	-7.3	3.7%	18.4%
CC1CCCN(S(=O)(=O)c2ccc(NC(=O)C3CCN(C(=O)C(C)(C)C)CC3)cc2)C1 (centres undefined)	-28.9%	-2.8%	-3.2%	.	14.9%	.	-1.7	71.0%[activator]	-18.2%
CCNC(=S)Nc1cc2oc3ccccc3c2cc1OC	-7.9%	-16.8%	-6.4%	-12.7%	428.2%[activator]	-12.4%	-3.7	10.7%	-9.5%
COC(=O)CCC(=O)OC1(C)C(=O)C=C2C=C(C3CC3)N(CCN3CCOCC3)C=C2C1=O (centres undefined)	0.8%	-7.7%	-7.6%	-0.9%	-4.8%	2.4%	0.9	-25.9%	-2.3%[12.4 µM]
Cc1cc(C)nc(SCC(=O)OCC(=O)N(C)c2c(N)n(Cc3ccccc3)c(=O)[nH]c2=O)n1	-3.7%	11.5%	-12.4%	10.7%	6.2%	-5.2%	-2.1	7.2%	?
CC1c2[nH]c3ccccc3c2C[C@H]2C(=O)N(CCCO)CC(=O)N12 (some centres undefined)	-16.2%	-47.4%	-7.8%	62.9%	2.8%	1.7%	-9.3	2.6%	0.7%
O=c1cc(CN2CCN(S(=O)(=O)c3ccccc3)CC2)nc2ccc(Cl)cn12	-6.3%	1.3%	-14.4%	.	376.2%[activator]	.	-2.3	-5.3%	65.2%[activator]
Cc1cc(C)c2nc(SCC(=O)Nc3cc(C)on3)c(C)cc2c1	-5.9%	8.0%	-6.1%	55.1%	-0.8%	-0.5%	-19.2	-3.2%	-9.1%
Cc1ccc([N+](=O)[O-])cc1NC(=O)C(C)N1CCCCC1 (centres undefined)	-17.4%	-4.1%	-12.4%	17.0%	-10.4%	-7.3%	-6.4	-10.3%	12.9%
COC(=O)c1cc2c(cc1[N+](=O)[O-])OCO2	-9.2%	18.1%[11.4 µM]	4.5%[60.1 µM]	-25.6%	-7.5%	-7.9%	-0.3	8.0%	-2.6%
Cc1sc2nc(CSc3ccccc3)nc(N3CCOCC3)c2c1C	-16.6%	8.8%	-10.9%	13.8%	2.6%	-5.0%	0.5	-0.2%	1.8%
Cc1onc(C(=O)NC(C)c2ccccc2)c1[N+](=O)[O-] (centres undefined)	-9.9%	8.0%	-1.2%	8.8%	0.4%	-2.2%	-4.3	3.3%	-2.7%

Later entries:
SMILES	POLH inh	RGS4 inhibitor	POLK inh	Pol beta inh	12-LOX inh	Anesthetic bind	LDHA inh	ERG Ets-DNA blk	APE1 inh
O=C(CN1CCSc2ccccc21)N1CCCCC1	-15.1%	-8.3%	-6.4%[60.1 µM]	7.2%	-12.0%	2.7%	-2.8	-4.2%	.
COc1ccc(C(=O)NNC(=O)c2ccc3ccccc3n2)cc1	-4.4%	-33.7%	-3.2%	.	8.2%	.	5.1	1.1%	16.6%
CC1CCC(NC(=O)CCNC(=O)c2ccccc2)CC1 (centres undefined)	-8.1%	-0.4%	17.6%	-8.9%	1.8%	-6.0%	3.0	7.8%	-5.6%
Cc1cc(=O)n(-c2ccc3ccccc3n2)[nH]1	-0.6%	8.7%	-20.5%	6.9%	4.0%	-1.2%	6.6	-2.4%	10.8%
CCCc1cc(N2CCCC(C(=O)Nc3ccc(OC)cc3OC)C2)n2ncnc2n1 (centres undefined)	-10.1%	-13.2%	2.9%	0.9%	5.6%	-9.1%	8.8	2.9%	-2.5%
O=C(Nc1ccc(C(=O)N2CCCC2)cc1)c1ccc2c(c1)OCO2	-6.9%	-18.7%	-5.2%	12.8%	-21.1%	?	-2.6	4.4%	0.2%
COc1cccc(-c2nnn(CC(=O)O)n2)c1	1.4%	-1.0%	-16.7%	11.2%	-23.9%	-7.9%	-7.5	-4.3%	?
CC(=O)c1ccc(-n2c(SCC(=O)c3c[nH]c4ccccc34)nc3ccccc3c2=O)cc1	-11.1%	-15.8%	-4.5%	?	-0.4%	2.2%	0.2	-1.8%	3.6%
O=C(O)c1ccc(S(=O)(=O)Cc2ccccc2)cc1	-7.5%	-46.1%	-4.9%	-5.7%	-12.2%	8.6%	1.4	13.5%	2.9%
COc1cccc(/C=N/Nc2snc(SC)c2C#N)c1O	?	?	-17.3%	?	-13.4%	-5.4%	-5.9	9.6%	-2.6%
CCCOc1ccc(-c2nc(-c3ccc([N+](=O)[O-])cc3)cs2)cc1	-27.0%	-8.0%	-13.0%	-2.3%	0.5%	3.3%	-2.0	-7.5%	?
Cc1nc(NCCO)c2nnn(Cc3ccccc3F)c2n1	-8.2%	-22.5%	2.9%	2.3%	0.0%	0.0%	0.8	7.4%	0.2%
Cc1cc(C(=O)NCCc2ccc(Cl)cc2)n(-c2ccccc2)n1	-10.8%	14.8%	-2.1%	-0.7%	0.8%	-10.2%	-1.8	-1.7%	-6.8%
NNC(=O)CNC(c1ccccc1)c1cc(Br)ccc1NC(=O)CCN1CCOCC1 (centres undefined)	?	-6.6%	-9.2%	11.3%	0.0%	-9.0%	-2.3	-21.9%	-2.1%
COc1ccc(OC)c(-c2nnc(SCC(=O)NC3CCCCC3)o2)c1	-4.9%	3.6%	23.5%	7.2%	404.2%[activator]	3.0%	1.5	9.6%	-4.8%

The list goes on.
SMILES	POLH inh	RGS4 inhibitor	POLK inh	Pol beta inh	12-LOX inh	Anesthetic bind	LDHA inh	ERG Ets-DNA blk	APE1 inh
CCCCOc1ccccc1C(=O)NCC(=O)O	2.4%	0.6%	-1.3%[60.1 µM]	22.0%	1.2%[57.4 µM]	-14.0%	-4.5	.	-4.3%
CCOc1ccc(CNCCNC(=O)c2nonc2N)cc1	-17.7%&-6.5%	-2.0%&3.2%	-4.1%&0.3%	-2.2%&0.7%	8.4%&0.0%	-4.7%&-4.5%	0.7&-0.8	-8.4%&1.9%	-2.2%
O=C(/C=C/c1cccs1)c1cc(Cl)ccc1OC(=O)N1CCOCC1	6.6%	1.7%	-16.2%	-13.8%	0.0%[57.4 µM]	-21.2%	1.9	1.6%	-8.9%
C#CCOCCOCCOCCNc1nc(N2CCN(C(=O)CCCCCCCCCCNC(=O)Cn3cc(C[C@@H](C)O)nn3)CC2)nc(N2CCN(C(=O)CCCCCCCCCCNC(=O)[C@@H]([C@H](C)CC)n3cc(CCCCCN)nn3)CC2)n1	89.1µM*	?	15.1%	.	.	.	7.2	-0.5%	?
Cc1ccc(NC(=O)CN(C)C(=O)C(C)OC(=O)c2ccccc2NCCO)cc1 (centres undefined)	-1.2%	-20.9%	-9.5%	.	-2.4%	.	0.6	-3.3%	-4.9%
CCCCCCSc1cc(-c2nc3cc(C)ccn3c2NCCCC)ccc1OC	-23.8%	-6.0%	-2.9%	.	?	.	-0.8&-0.6	-2.4%	-2.3%
COC(=O)c1sccc1NC(=O)c1ccc(Cl)cc1	-11.5%	19.2%	-7.3%	24.1%	5.9%	9.1%	-13.0	9.4%	-9.2%
CC1(C)CCC(=O)N2CC[C@H]3C[C@H](OC(=O)Nc4ccc5c(c4)OCO5)C[C@@H]1[C@H]32	1.8%	1.2%	-2.8%	16.5%	4.9%	-4.0%	2.9	7.3%	17.6%
